Assay outcomes as filed in PubChem.
Anthrax LF inh2: inhibitors of Bacillus anthracis lethal factor protease; P15917; multiplex microsphere protease cleavage assay, LF; inhibition, % at 10 µM; 360,000 compounds, 0.12% hits; AID 588501; also: plate controls were buffer without enzyme for full effect and enzyme alone for no effect
Target sequence (P15917 whole entry, looked up): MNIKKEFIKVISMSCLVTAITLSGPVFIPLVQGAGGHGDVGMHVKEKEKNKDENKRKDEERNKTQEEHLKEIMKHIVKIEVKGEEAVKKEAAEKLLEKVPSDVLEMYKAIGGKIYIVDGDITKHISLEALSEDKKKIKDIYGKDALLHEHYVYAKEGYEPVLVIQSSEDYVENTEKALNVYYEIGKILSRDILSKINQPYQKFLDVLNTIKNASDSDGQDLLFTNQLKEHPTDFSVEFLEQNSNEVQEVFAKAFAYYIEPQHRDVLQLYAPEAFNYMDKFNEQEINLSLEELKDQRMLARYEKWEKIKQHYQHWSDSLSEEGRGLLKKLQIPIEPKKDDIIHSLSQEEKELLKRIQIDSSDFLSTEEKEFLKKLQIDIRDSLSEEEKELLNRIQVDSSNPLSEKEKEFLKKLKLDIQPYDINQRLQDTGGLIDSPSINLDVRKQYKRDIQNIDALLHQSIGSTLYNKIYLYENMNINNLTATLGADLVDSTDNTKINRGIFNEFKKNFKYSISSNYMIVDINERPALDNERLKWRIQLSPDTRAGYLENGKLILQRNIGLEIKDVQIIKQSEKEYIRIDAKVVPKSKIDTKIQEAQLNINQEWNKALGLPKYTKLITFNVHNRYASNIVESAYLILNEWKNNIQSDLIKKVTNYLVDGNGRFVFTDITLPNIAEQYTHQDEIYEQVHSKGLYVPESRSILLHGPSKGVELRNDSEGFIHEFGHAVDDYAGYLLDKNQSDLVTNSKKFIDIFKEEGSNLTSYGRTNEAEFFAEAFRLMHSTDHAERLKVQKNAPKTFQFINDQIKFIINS
Y pestis TopoI: blocks Yersinia pestis topoisomerase I activity | 360,000 compounds, 0.064% hits | AID 504884 | Y. pestis Topo-I cleavage product accumulation, plate reader | activity, % at 10 µM; in the data active = activity above about 50%, passing the limit was not always enough; inconclusive = no clear call, values can overlap the other calls; also: inactives centre near 2
FadD28 binding: M. tuberculosis FadD28 bisubstrate binding inhibition. FadD28 bisubstrate probe binding, fluorescence polarization. inhibition, % at 12.5 µM. 360,000 compounds, 0.22% hits. AID 588549; in the data active = inhibition above about 8.5%, passing the limit was not always enough; inconclusive = no clear call, values can overlap the other calls
BoNT A protease: inhibitors of Botulinum neurotoxin A light chain protease; multiplex microsphere protease substrate cleavage, flow cytometry; inhibition, % at 10 µM; 360,000 compounds, 0.17% hits; AID 588499; also: plate controls were buffer without enzyme for full effect and enzyme alone for no effect
PrPC surface inh: inhibitors of human cell surface prion protein PrPC; 370,000 compounds, 0.43% hits; P04156; AID 720596; TR-FRET read-out; inhibition, % at 13.8 µM; in the data active = inhibition above about 24%; also: 0% = median of the test wells and 100% = reference compound wells
CCHFV vOTU inh: CCHFV vOTU protease inhibition | Pep-AMC fluorescence | inhibition, % at 11.5 µM | 370,000 compounds, 0.55% hits; in the data active = inhibition above about 30%; also: 0% = vehicle wells with enzyme and 100% = no enzyme wells
TcdB GH inh: blocks C. difficile toxin B glycohydrolase activity | 350,000 compounds, 0.24% hits | P18177 | inhibition, % at 9.99 µM | TcdB glycohydrolase enzymatic assay, plate reader; in the data active = inhibition above about 10%
PfHsp40 rescue: restores yeast growth despite PfHsp40 toxicity | growth rescue, % at 12.5 µM | AID 504582 | S. cerevisiae expressing PfHsp40, growth rescue, ATP luminescence | 340,000 compounds, 0.68% hits; in the data active = growth rescue above about 28%, passing the limit was not always enough; inconclusive = no clear call, values can overlap the other calls;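 also: yeast W303a lacking pdr1 and pdr3 grown in galactose medium; growth measured after three days at 30 °C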
BoNT F protease: inhibitors of Botulinum neurotoxin F light chain protease; Multiplex microsphere protease cleavage assay, flow cytometry; inhibition, % at 10 µM; 360,000 compounds, 0.22% hits; AID 588497; in the data active = inhibition above about 35%, passing the limit was not always enough; inconclusive = no clear call, values can overlap the other calls; also: plate controls were buffer without enzyme for full effect and enzyme alone for no effect
Starred values were filed as active, the others as inactive; ? = inconclusive; nt = not tested or not shown. Rule as the data show it, unless noted: active = inhibition above about 30%; inconclusive = no clear call, values can overlap the other calls; inactive = below that.

1) COc1ccc(Cl)cc1NC(=O)c1[nH]nc(OC)c1[N+](=O)[O-]
2) COc1ccccc1NC(=O)c1c(Br)cnn1C
3) O=C(NCCCO)C(=O)NCC(c1ccc2c(c1)OCO2)N1CCN(c2ccc(F)cc2)CC1 (stereo not given)
4) COc1ccc(C2=NN(C(=O)CSc3nnc(C)n3C)C(c3ccco3)C2)cc1 (stereo not given)
5) Cc1ccc(C(=O)NC(=S)Nc2ccccc2C(F)(F)F)cc1C
6) Cc1ccc(Nc2nnc(SCC(=O)NC3CCCc4ccccc43)s2)cc1 (stereo not given)
7) COc1ccc(NC(=O)CSc2cn[nH]n2)c(OC)c1
8) Cc1ccccc1NC(=O)CSc1ccc(-c2ccco2)nn1
9) Cc1cc(NC(=O)COc2ccccc2C)ccc1NC(=O)c1cccs1
10) CCn1c(SCc2nc(N)nc(N3CCCCC3)n2)nc2c1c(=O)n(C)c(=O)n2C
compound no.,1,2,3,4,5,6,7,8,9,10
Anthrax LF inh2,-1.5,-2.5,-4.0,-6.6,-0.1,-0.8,-1.9,-1.7,2.2,-3.2
Y pestis TopoI,-0.2,11.7,0.3,4.1,17.0,7.7,-2.5,-8.9,-1.8,0.7
FadD28 binding,-2.3,-1.5,-2.8,-0.7,-3.1,-2.0,-2.3,-2.8,0.6,-1.9
BoNT A protease,-0.8,-0.5,1.3,-0.5,0.2,-0.4,2.7,1.8,1.1,1.0
PrPC surface inh,-6.4,-5.1,1.0,-6.0,-0.5,16.6,12.7,-8.3,-4.6,-3.0
CCHFV vOTU inh,-14.3,-10.6,14.3,-5.8,12.6,-7.0,-4.2,-18.7,-0.2,-7.9
TcdB GH inh,0.3,0.5,-0.5,5.5,nt,nt,0.0,nt,-0.1,nt
PfHsp40 rescue,-0.4,0.0,0.2,-0.7,32.1*,1.4,-0.9,-0.2,0.2,-1.1
BoNT F protease,-5.7,-0.6,8.5,-3.8,1.5,0.8,-6.3,-11.8,-5.4,4.8

Entries by screen from the list:
PfHsp40 rescue for nos. 1 to 10 → -0.4, 0.0, 0.2, -0.7, 32.1*, 1.4, -0.9, -0.2, 0.2, -1.1

(cont.)
11) CCOC(=O)c1c(C)[nH]c(C(=O)OCC(=O)NCc2ccc(OC)c(OC)c2)c1C
12) CS(=O)(=O)N1CCN(c2ccc(NC(=O)c3ccc([N+](=O)[O-])o3)cc2)CC1
13) [N-]=C=C1C(=S)NC(=O)[C@H]([n+]2ccccc2)[C@H]1c1ccc(Cl)cc1
14) O=C(N/N=C/c1ccncc1)c1nc(-c2ccccc2)n2c1CCCCC2
15) CSC(=S)NN=C(C)c1cccc(C)n1
16) COc1ccc(C/C(C)=N/Nc2nc(C)cc(=O)[nH]2)cc1
17) CCc1ccc(C2CC(c3ccc(C)cc3)n3nc(N)nc3N2)cc1 (stereo not given)
18) Cn1c(CNc2ccc(Cl)cc2)nnc1SCC#N
19) CCOC(=O)CC(NC(=O)c1ccco1)c1ccccc1Cl (stereo not given)
20) O=C1Nc2ccccc2N(O)N1c1ccc(S(=O)(=O)N2CCOCC2)cc1
compound no.,11,12,13,14,15,16,17,18,19,20
Anthrax LF inh2,nt,-5.7,16.5,-15.3,24.8,-2.9,-8.0,1.1,-0.1,-0.4
Y pestis TopoI,-5.4,-3.0,-2.4,2.0,6.5,-6.9,14.3,-1.7,5.8,-1.7
FadD28 binding,0.0,-0.7,3.7,-2.4,0.3,-2.0,2.9,-0.2,1.1,-0.1
BoNT A protease,nt,-0.4,0.5,0.1,11.0,-0.6,-0.3,0.1,-0.1,-0.8
PrPC surface inh,7.4,6.1,0.1,2.4,-2.3,0.6,4.8,6.7,-0.2,2.7
CCHFV vOTU inh,3.2,13.0,-0.7,-2.0,16.5,5.8,-2.7,6.9,10.1,-7.5
TcdB GH inh,0.9,1.4,0.7,nt,-0.9,-0.2,-2.0,0.4,nt,0.1
PfHsp40 rescue,-1.8,-0.2,-0.4,0.8,64.0*,0.9,-0.6,-1.0,1.0,-0.9
BoNT F protease,nt,-7.3,?,-1.5,33.6,-3.2,-5.8,-0.1,1.8,-6.7

21) O=c1c2ccccc2nc(CSc2ncnc3nc[nH]c23)n1-c1ccccc1
22) CC(=O)c1ccc(S(=O)(=O)NC2CC(=O)N(c3ccc(Cl)cc3)C2)cc1 (stereo not given)
23) Cc1cc(=O)oc(C)c1C(=O)Nc1ccc2nsnc2c1
24) Nc1nc(NCC2CCCO2)nc(Nc2ccccc2)c1[N+](=O)[O-] (stereo not given)
25) Cc1c(NS(=O)(=O)c2ccc(NCCN3CCOCC3)c([N+](=O)[O-])c2)c(=O)n(-c2ccccc2)n1C
26) O=[N+]([O-])c1cccc2c(N3CCOCC3)ccnc12
27) CCOC(=O)C1=C(O)C(=O)N(c2ccc(S(N)(=O)=O)cc2)C1c1ccc(OC)cc1 (stereo not given)
28) Cc1ccc(Cl)cc1NC(=O)CSC(N)=O
29) O=C1[C@H]2[C@@H](c3ccc(F)cc3)N3C(=O)N(c4ccccc4)C(=O)[C@@]3(Cc3ccc(Cl)cc3)[C@H]2C(=O)N1C1CCCCC1
30) CC(C)CN1C(=O)C(=O)N(CC(=O)NCCCc2ccccc2)C1=O
compound no.,21,22,23,24,25,26,27,28,29,30
Anthrax LF inh2,-1.3,-5.9,4.2,-3.6,-4.4,3.9,-0.1,-6.9,-9.0,-1.1
Y pestis TopoI,0.1,-6.5,-2.4,5.8,2.9,-10.4,35.4,-4.2,0.6,1.0
FadD28 binding,-2.7,1.0,1.2,-3.6,-4.3,-4.2,0.6,0.0,0.0,0.8
BoNT A protease,1.5,3.8,0.0,-0.5,0.9,-0.9,-0.5,-0.6,-0.2,-0.1
PrPC surface inh,0.4,1.5,-13.5,-8.0,-9.0,-15.2,nt,-3.7,-4.8,-5.0
CCHFV vOTU inh,-4.0,-15.2,-1.5,5.0,8.7,6.5,nt,5.3,4.6,-6.1
TcdB GH inh,nt,0.2,nt,0.2,0.8,0.8,0.7,nt,0.6,-1.4
PfHsp40 rescue,-0.3,0.2,-1.3,-0.3,0.3,-1.1,-0.2,-0.2,0.1,nt
BoNT F protease,12.3,12.0,4.0,-4.3,1.4,-2.8,-3.9,-1.3,-7.4,7.3

31) CN(CC(=O)Nc1cccc(S(=O)(=O)NC2=NCCC2)c1)Cc1cccc(F)c1
32) Cc1ccc(C(=O)Nc2sc3c(c2C#N)CCCCC3)cc1C
33) COc1cccc(NC(=O)CSc2nnc(NC(=O)C3CC3)s2)c1
34) Cc1ccc(-n2nnnc2SCC(N)=O)c(C)c1
35) CC1=C(C(=O)OC2CCCCC2)C(c2cccnc2)n2ncnc2N1 (stereo not given)
36) CCC(C)(CN(C)C)OC(=O)c1ccccc1 (stereo not given)
37) Clc1ccc(OCCCN2CCCCC2)c(Br)c1
38) O=C(NCCS(=O)(=O)N1CCC2(CC1)OCCO2)c1ccc(F)cc1
39) CCC(CC)NC(=O)COC(=O)c1ccc(NS(=O)(=O)c2ccc3c(c2)OCCO3)cc1
40) COC(=O)c1ccc(NC(=O)Cn2cnc3c(nnn3-c3cccc(OC)c3)c2=O)cc1
compound no.,31,32,33,34,35,36,37,38,39,40
Anthrax LF inh2,0.1,-9.5,-3.6,-1.7,-0.2,-7.0,0.2,-7.6,-5.3,8.5
Y pestis TopoI,-1.3,5.0,-5.8,-4.6,0.9,13.9,1.0,-11.7,-1.2,0.2
FadD28 binding,-3.4,0.0,-2.9,-1.4,-4.7,-3.2,-3.1,-0.5,-1.5,-1.9
BoNT A protease,0.6,-0.2,1.4,-0.9,1.2,0.5,-0.1,-6.4,?,-0.5
PrPC surface inh,0.9,-0.9,9.2,7.7,5.2,7.5,6.6,-1.5,-0.4,0.3
CCHFV vOTU inh,-3.4,-8.7,6.7,3.3,7.4,-4.6,10.8,-6.1,2.0,-1.9
TcdB GH inh,1.1,nt,1.8,nt,6.5,-0.5,0.3,0.9,nt,1.2
PfHsp40 rescue,-1.5,-0.7,0.3,-1.3,1.6,-0.4,-0.2,-1.1,1.1,0.3
BoNT F protease,0.6,2.7,-12.3,-6.6,9.9,-0.1,6.0,-16.7,-5.9,1.4

41) CCOc1cccc(OCCCCn2ccnc2)c1
42) O=C(CC1C(=O)NC2CCCCC2N1C(=O)c1ccc(F)cc1)Nc1ccccc1 (stereo not given)
43) Cc1ccc(C)c2[nH]c(=O)c(CN(CCN3CCCC3)C(=O)Nc3ccc(F)cc3)cc12
44) O=C(C1CCC(=O)N(C2CC2)C1)N1CCN(c2ccc(Cl)cc2)CC1 (stereo not given)
45) Cc1cc(C2CCCCC2)n(O)c(=O)c1
46) COc1ccc(C2NC(=O)c3ccccc3O2)cc1 (stereo not given)
47) COc1ccc(Nc2nc(NCc3cccs3)nc3ccsc23)cc1OC
48) CCOC(=O)CC(NC(=O)c1ccco1)c1ccc(OC)cc1 (stereo not given)
49) Nc1ccc2oc(=O)c(-c3ccccc3)cc2c1
50) O=C(CCCNC(=O)c1ccc(Cl)cc1)Nc1ccc(F)c(S(=O)(=O)N2CCOCC2)c1
compound no.,41,42,43,44,45,46,47,48,49,50
Anthrax LF inh2,-5.8,6.8,7.8,-4.3,0.0,9.6,-23.0,-2.1,-1.7,6.0
Y pestis TopoI,4.2,-7.7,-10.2,-1.7,-12.0,-4.4,-22.5,-14.7,-2.7,4.0
FadD28 binding,-2.2,0.4,-1.6,-1.9,-0.1,-2.2,0.4,0.4,-1.5,nt
BoNT A protease,-0.3,1.6,-0.4,1.9,-0.2,-1.8,0.2,0.6,3.2,1.4
PrPC surface inh,5.3,-0.6,-12.5,-4.0,8.0,4.2,14.8,-3.1,-21.4,9.4
CCHFV vOTU inh,1.5,-3.3,-5.3,9.2,-3.5,-5.6,11.2,0.8,-5.3,-10.2
TcdB GH inh,nt,nt,nt,1.8,1.7,-0.6,0.4,nt,1.0,0.0
PfHsp40 rescue,-0.5,0.6,0.0,-1.5,?,1.7,nt,-0.3,-0.4,0.7
BoNT F protease,2.1,0.1,14.9,-1.5,2.0,?,-43.0,-10.4,-9.6,-0.4

Gathered by group: the entries above containing a cyano group.
18) Cn1c(CNc2ccc(Cl)cc2)nnc1SCC#N
32) Cc1ccc(C(=O)Nc2sc3c(c2C#N)CCCCC3)cc1C
compound no.,18,32
Anthrax LF inh2,1.1,-9.5
Y pestis TopoI,-1.7,5.0
FadD28 binding,-0.2,0.0
BoNT A protease,0.1,-0.2
PrPC surface inh,6.7,-0.9
CCHFV vOTU inh,6.9,-8.7
TcdB GH inh,0.4,nt
PfHsp40 rescue,-1.0,-0.7
BoNT F protease,-0.1,2.7

The results go on.
51) CCOc1ccc2oc(C(=O)Nc3ccc(N4CCOCC4)cc3)c(C)c2c1
52) O=C(N/N=C/C1C(c2ccccc2)C1(Cl)Cl)c1cccc(Cl)c1 (stereo not given)
53) Cc1ccc(C)c(C(=O)COC(=O)c2ccc(C)c(S(=O)(=O)N3CCOCC3)c2)c1
54) CC(=O)N1CCCc2cc(S(=O)(=O)NC(C(=O)NC(C)c3ccccc3)C(C)C)ccc21 (stereo not given)
55) O=C(c1cc2ccccc2oc1=O)N(Cc1ccccc1)C1CCS(=O)(=O)C1 (stereo not given)
56) O=C(NCc1ccccc1F)C1CCN(S(=O)(=O)c2ccccc2)CC1
compound no.,51,52,53,54,55,56
Anthrax LF inh2,-1.6,-0.3,6.2,0.7,2.8,1.1
Y pestis TopoI,13.6,-8.7,8.2,15.7,6.2,-3.8
FadD28 binding,1.4,2.0,-1.2,-0.6,1.0,-2.2
BoNT A protease,0.9,0.3,0.4,-0.7,-0.9,-4.5
PrPC surface inh,3.0,3.6,-2.4,-1.2,-8.8,5.1
CCHFV vOTU inh,8.0,-6.5,6.6,4.9,14.8,0.0
TcdB GH inh,nt,-0.1,0.8,nt,nt,0.2
PfHsp40 rescue,0.1,1.8,0.5,-1.8,-0.8,-0.2
BoNT F protease,-12.5,0.4,8.6,-1.3,-8.3,-25.2
